MT stabilizer: microtubule stabilizers in HeLa cells; 0.83% of 200,000 active; HeLa tubulin immunostaining HCS, 24 h; share of cells brighter than vehicle mean+2SD; % tubulin-high responders, % at 10 µM;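 active = plate Z-score above 3 for both tubulin-high and condensed-nucleus cell shares, with cell loss under 80%, at 10 µM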;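 also: anti alpha tubulin signal scored within the nucleus-defined area of each cell; some results filed as inactive read as strong as hits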
M17LAP inhibition: P. falciparum M17LAP inhibitors, primary screen, biochemical, fluorogenic H-Leu-NHMec substrate, 1536-well (AID 1619) | recombinant M17LAP, H-Leu-NHMec fluorogenic kinetic assay; higher % means a stronger effect | 0.38% of 220,000 active | inhibition, % at 30 µM; hits with a dose series show IC50 in µM;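 active = compound inhibiting the enzyme by more than half at any dose during confirmatory dose-response retesting; inconclusive = strong single-dose inhibitors picked by rank but not retested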;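 also: plate controls were full reaction with DMSO carrier for no effect and no enzyme background for full effect; strong numbers were not always called active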
P. falciparum M1AAP: P. falciparum M1AAP inhibitors, biochemical, fluorogenic H-Leu-NHMec substrate, 1536-well (AID 1445) | inhibition, % at 30 µM; hits with a dose series show IC50 in µM | recombinant M1AAP, H-Leu-NHMec fluorogenic kinetic assay; higher % means a stronger effect | 0.42% of 220,000 active;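 active = primary inhibition above the hit cutoff, then over 50% inhibition at one or more dose response concentrations, cut at about 23% in these data, passing the limit was not always enough; inconclusive = conflicting primary data, or primary hits not chosen for dose response; inactive = low primary inhibition, or under 50% at every dose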;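 also: plate controls were DMSO full reaction for no effect and no enzyme background for full effect; strong numbers were not always called active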
b-catenin transl: alters nuclear translocation of beta-catenin in HeLa cells. immunofluorescence imaging. nuclear translocation activity, % at 5 µM. 0.3% of 190,000 active. AID 1665;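 active = nuclear translocation activity above 50% at 5 µM, with a well cell count of 50 or more; inconclusive = wells under 50 cells across six images, flagged as toxic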;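 also: per-cell ratio of nuclear to cytoplasmic median beta-catenin stain intensity; plate controls were DMSO negative control for no effect and GSK-3 inhibitor IX positive control for full effect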
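System: Human HeLa cells, endogenous beta-catenin | Compound dosing: 5 µM primary, 0.02–20 µM confirmation | Timing: 24 h compound exposure at 37°C, 5% CO2 | Measured by: Fluorescence imaging of beta-catenin antibody stain plus DAPI | Read-out basis: % activation of per-cell nuclear versus cytoplasmic median beta-catenin signal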
WT yeast gro inh: growth inhibition of WT yeast, mitochondrial fusion screen. mitochondrial fusion phenotypic screen, WT strain. inhibition, % at 10 µM. 2.1% of 190,000 active. AID 1362; in the data active = inhibition above about 58%; tested in S. cerevisiae
Yfh1-off respiration: mitochondrial function rescue without frataxin homolog – Friedreich's ataxia, plus single-dose screen, dose response (AID 1465); S. cerevisiae Yfh1-off respiration, WST-1 reduction, 72 h; higher fold induction means a stronger effect; fold induction at 50 µM, or EC50 in µM where a hit was titrated; 0.074% of 220,000 active;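 active = fold induction of absorbance versus untreated yeast above a set limit, then at least 30% activation at any dose in follow-up; inconclusive = repeats straddling the limit, or above it without dose testing; inactive = fold induction below the set limit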;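 also: activators that raise dye reduction in frataxin-depleted yeast; strong numbers were not always called active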
Autophagy HCS: modulators of autophagy. MEF GFP-LC3 puncta imaging; test concentration mostly 10 µM. calls only at 10 µM (by protocol). 0.98% of 190,000 active;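 active = percentage of spot-positive cells more than 3 SD above its plate mean, without a fluorescence outlier flag or 80% toxicity; inconclusive = no clear call, values can overlap the other calls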;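 also: spot-positive cell cutoff set from DMSO-treated cells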
T cell modulator: T cell immune modulators affecting CD8 T cell-vesicle binding. calls only at 7 µM. 0.068% of 330,000 active. AID 2052. 2C CD8+ T cell-vesicle binding, flow cytometry; stronger effect = lower value;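 active = response, share of CD8 T cells binding vesicles, and their 90th percentile fluorescence all below set limits, cut at about 80% in these data, passing the limit was not always enough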
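Incubation: binding step 1.5 h, 37 °C, antibody labelling 20 min, ice; system: murine 2C transgenic CD8+ T lymphocytes; technique: cytometric PE anti-B7-1 and Alexa647 anti-CD8 signals after 1% paraformaldehyde fixation; also added: QL9-charged Drosophila Ld/ICAM-1/B7-1 vesicles; control set: naked versus QL9-loaded vesicles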
Dynein cargo inh: blocks dynein driven cargo transport along microtubules. 3617.4 mouse cells, GR-EGFP nuclear translocation imaging; test concentration mostly 20 µM; stimulated with dexamethasone, 1 µM; stronger effect = lower value. z-score, hits read low. 0.47% of 220,000 active. AID 1381;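 active = plate z-score of nuclear minus cytoplasmic receptor signal below a set negative limit, without overly bright fluorescence or cell loss, cut at about -3.5 in these data, passing the limit was not always enough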;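 also: z-score of nuclear minus cytoplasmic ring GR-EGFP intensity difference per well; some compounds called inactive have numbers as strong as hits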
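Schedule: 48 h induction, then 1 h compound, then 30 min agonist, 37 °C. Buffer or medium: tetracycline-free induction medium containing charcoal-stripped FBS. Reagent: 1.0 µM final dexamethasone stimulus. Evaluation: nuclear versus cytoplasmic GR-EGFP signal, averaged per well. Signal: high-content fluorescence imaging after fixation.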
WT yeast gro inh mutant strain: further read-out of WT yeast gro inh, marked with its call; inhibition, %; mitochondrial fusion phenotypic screen, mutant strain inhibition
Dynein cargo inh cytoplasmic EGFP: also measured in Dynein cargo inh; calls as there; z-score; measured here: cytoplasmic GR-EGFP intensity; stronger effect = higher value
Dynein cargo inh nuclear GR-EGFP: recorded beside Dynein cargo inh, whose call it bears; z-score; measured here: nuclear GR-EGFP intensity;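 lower value marks the stronger effect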
Dynein cargo inh cell count: also measured in Dynein cargo inh; calls as there; z-score; measured here: cell count per field
b-catenin transl cell count 5 µM: further read-out of b-catenin transl, marked with its call; cell count; measured here: cell count, cytotoxicity flag
T cell modulator vesicle-bound %: second read-out of T cell modulator, no call of its own (marks repeat the call); double positive events, %; measured here: CD8+ vesicle-bound cell fraction;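 binding gate set so that unloaded-vesicle control wells show 10% double positive cells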
MT stabilizer Hoechst-high %: second read-out of MT stabilizer, no call of its own (marks repeat the call); % Hoechst-high responders; measured here: nuclear condensation Hoechst responders;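 share of cells brighter than vehicle mean plus two SD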
MT stabilizer cytotoxicity %: further read-out of MT stabilizer, marked with its call; toxicity, %; measured here: cytotoxicity by cell density;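 0% = mean cell density of plate MIN control wells and 100% = no cells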
Autophagy HCS cell loss 18 h: further read-out of Autophagy HCS, marked with its call; toxicity, %; measured here: cell loss, nuclei count;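 cell loss after 18 h compound exposure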
Starred values were filed as active, the others as inactive; i = inactive; u = inconclusive; x = not tested or not shown; + = active, no number.

Below each compound – MT stabilizer Hoechst-high %	Yfh1-off respiration	WT yeast gro inh	Dynein cargo inh	Dynein cargo inh cell count	Dynein cargo inh cytoplasmic EGFP	WT yeast gro inh mutant strain	P. falciparum M1AAP	Autophagy HCS	MT stabilizer cytotoxicity %	MT stabilizer	b-catenin transl cell count 5 µM	Autophagy HCS cell loss 18 h	T cell modulator vesicle-bound %	M17LAP inhibition	T cell modulator	Dynein cargo inh nuclear GR-EGFP	b-catenin transl
1) O=C(O)CN1C(=O)CC(Cc2ccc(Cl)cc2)C1=O (stereo unspecified)
    1.1	i	53	-0.22	1	-0.23	-1	3%	i	6.5	1.5	1123	-6	15	-4%	i	0.0046	-0.9
2) CC1(C)OC(=CC=Nc2ccc(Cl)cc2)OC1(C)C
    x	i	x	-0.42	1.2	-0.22	x	-6%	x	x	x	1343	x	34	-1%	i	-0.31	-1.2
3) OC(COc1ccccc1)CSc1ncn[nH]1 (stereo unspecified)
    1.1	i	-9	0.95	0.93	-0.28	-1	2%	i	4.1	1.4	1097	1	39	56%	i	0.47	-0.3
4) O=C1c2cccc(OCC(=O)N3N=C(c4cccs4)CC3c3ccc(F)cc3)c2CCN1Cc1cccnc1 (stereo unspecified)
    2.3	i	43	0.74	-1.1	-0.24	13	1%	i	8.3	5.6	1164	32	19	-2%	i	0.53	0.6
5) CCOc1ccccc1NC(=O)C(OC(=O)C1CC1)c1ccccc1 (stereo unspecified)
    x	i	x	-0.23	-0.041	-0.8	x	3%	x	x	x	1317	x	46	3%	i	-0.29	0.5
6) OCC1OC(n2cnc3c(NC4CCCCC4)ncnc32)C(O)C1O (stereo unspecified)
    1.1	i	9	0.035	-0.0049	-0.2	-19	-2%	i	8.1	4.6	1164	-15	19	1%	i	0.18	-1.3
7) O=C(/C=C/c1ccncc1)c1ccc(NC(=O)c2ccccc2F)cc1
    1.8	i	-5	-0.38	0.93	-0.3	-18	3%	i	0.5	4.3	x	14	32	-6%	i	-0.58	x
8) CC1CN(c2ccccc2)CCN1Cc1nc(Cc2ccccc2)no1 (stereo unspecified)
    0.9	i	8	0.97	-0.14	-0.11	-9	8%	i	9.7	1.9	1065	-1	44	-20%	i	0.44	0.7
9) c1cncc(-c2nc(NCCCN3CCOCC3)c3c4c(sc3n2)CCC4)c1
    1.7	i	2	0.11	1.1	-0.00018	2	12%	+	6.0	3.9	1112	10*	38	-18%	i	0.13	0.0
10) CNc1ccccc1C(C)(C)c1ccn[nH]1
    3.0	i	4	-1.2	1.1	-0.35	3	5%	i	4.7	2.1	1532	-6	50	-10%	i	0.0074	0.1
11) CCCn1c(Nc2ccc(Cl)cc2)nc2ccccc21
    0.9	i	-4	0.64	0.64	-0.2	3	5%	i	1.9	2.9	970	-4	45	0%	i	0.25	-3.7
12) Cc1ccc(/C=C2\SC(=S)N(/N=C/c3cc([N+](=O)[O-])ccc3O)C2=O)o1
    1.6	i	5	0.3	0.2	-0.17	7	u	i	10	4.0	1062	24	63	4%	i	0.17	0.2
13) CCOc1cccc(/C=C2\NC(=S)N(c3ccccc3)C2=O)c1O
    x	i	x	0.14	-0.06	-0.21	x	19%	x	x	x	1215	x	21	5%	i	-0.21	-5.3
14) Cc1cc(C)nc(SCC(=O)Nc2ccc(S(=O)(=O)Nc3nccs3)cc2)n1
    0.5	i	0	-0.86	-0.071	-0.27	-2	8%	i	41	2.9	1095	-3	22	7%	i	-0.2	-0.7
15) CCC(=O)Nc1cccc(C(=O)OCc2cccc([N+](=O)[O-])c2)c1
    1.6	i	24	0.43	0.31	-0.17	14	-1%	i	6.5	4.6	1508	13	x	-5%	x	0.59	0.4
16) Cc1cc(C)n2nc(S(=O)(=O)N(C)Cc3ccccc3)nc2n1
    2.6	i	-2	-0.45	0.31	-0.057	10	2%	i	6.7	2.7	965	36	45	-3%	i	-0.27	-0.8
17) O=C(N/N=C/c1cc([N+](=O)[O-])ccc1O)/C(=C\c1cccs1)NC(=O)c1ccccc1
    3.7	i	0	-0.26	-0.019	-0.3	5	u	i	7.8	2.2	957	7	31	12%	i	-0.59	0.4
18) Cc1sc2ncnc(N(C)CCc3ccccn3)c2c1C
    x	i	x	-0.19	0.34	-0.84	x	5%	x	x	x	1431	x	28	5%	i	-0.43	-1.5
19) CC(=O)N1C(=O)/C(=C2\SC(=S)N(c3c(C)n(C)n(-c4ccccc4)c3=O)C2=O)c2ccccc21
    1.1	i	-3	-1.7	-0.37	0.25	-11	10%	i	8.3	5.6	1088	9	28	-10%	i	-1.1	-2.4
20) Cc1ccc(NC(=O)CCC(=O)NNC(=O)C(C)(C)C)c(C)c1
    1.6	i	19	0.0053	0.077	-0.3	-5	1%	i	4.8	3.4	909	3	16	-1%	i	-0.0089	7.0

Other records:
Below each compound – MT stabilizer Hoechst-high %	Yfh1-off respiration	WT yeast gro inh	Dynein cargo inh	Dynein cargo inh cell count	Dynein cargo inh cytoplasmic EGFP	WT yeast gro inh mutant strain	P. falciparum M1AAP	Autophagy HCS	MT stabilizer cytotoxicity %	MT stabilizer	b-catenin transl cell count 5 µM	Autophagy HCS cell loss 18 h	T cell modulator vesicle-bound %	M17LAP inhibition	T cell modulator	Dynein cargo inh nuclear GR-EGFP	b-catenin transl
21) CS(=O)(=O)N(CC(=O)Nc1ccccc1)Cc1ccc(Cl)cc1
    1.4	i	-18	-1.4	1.3	-0.24	-7	7%	i	1.6	0.7	x	1	40	4%	i	-0.6	x
22) Cc1cccc(NCC(=O)N/N=C\c2ccccn2)c1
    2.6	i	-12	-0.99	0.68	-0.16	16	4%	i	7.7	4.7	1619	-1	37	8%	i	-0.52	0.0
23) Cc1nn(CC(O)COc2ccc3c(c2)CCC3)c(C)c1Br (stereo unspecified)
    1.3	i	3	-0.048	0.36	-0.24	-7	4%	i	3.7	3.0	1334	0	14	0%	i	-0.8	-4.4
24) Cc1sc(NC(=O)c2ccco2)nc1-c1ccccc1
    1.9	i	30	0.22	0.041	-0.22	37	4%	i	6.2	2.6	1097	-5	47	1%	i	0.37	-5.3
25) O=C(NC(N1CCCCCC1)C(Cl)(Cl)Cl)c1ccccc1Cl (stereo unspecified)
    2.9	i	-8	-0.36	0.83	-0.32	-6	2%	i	7.1	1.4	1107	-11	45	-1%	i	-0.44	1.5
26) Cc1nnc2sc(SCC(=O)Nc3ccc(Br)cc3)nn2c1=O
    2.4	i	2	-0.63	0.034	-0.15	-17	5%	i	5.2	2.5	1073	-1	37	28%	i	-0.21	0.7
27) CCOC(=O)NC(NCc1cccc(C(F)(F)F)c1)(C(F)(F)F)C(F)(F)F
    3.6	i	-19	-0.86	1.1	-0.32	3	4%	i	7.7	3.4	1043	3	29	4%	i	-0.72	0.2
28) CCN(CC)CCNC(=O)c1ccccc1N
    1.9	i	10	-1.1	0.3	-0.24	8	4%	i	4.5	2.3	x	5	14	-34%	i	-0.57	x
29) Cc1cc(-c2nnnn2-c2ccc(C(F)(F)F)cc2)no1
    x	i	x	-0.9	0.39	-0.16	x	0%	x	x	x	1168	x	31	-6%	i	-0.67	-3.5
30) O=C(CN1C(=O)C2CC=CCC2C1=O)Nc1ccc(-c2nnc3n2CCCCC3)cc1 (stereo unspecified)
    1.3	i	4	0.97	-0.68	-0.031	3	7%	i	6.6	1.0	952	23	17	9%	i	1.4	-3.4

An excerpt from above in order of heavy-atom count, rising:
Below each compound – MT stabilizer Hoechst-high %	Yfh1-off respiration	WT yeast gro inh	Dynein cargo inh	Dynein cargo inh cell count	Dynein cargo inh cytoplasmic EGFP	WT yeast gro inh mutant strain	P. falciparum M1AAP	Autophagy HCS	MT stabilizer cytotoxicity %	MT stabilizer	b-catenin transl cell count 5 µM	Autophagy HCS cell loss 18 h	T cell modulator vesicle-bound %	M17LAP inhibition	T cell modulator	Dynein cargo inh nuclear GR-EGFP	b-catenin transl
28) CCN(CC)CCNC(=O)c1ccccc1N
    1.9	i	10	-1.1	0.3	-0.24	8	4%	i	4.5	2.3	x	5	14	-34%	i	-0.57	x
23) Cc1nn(CC(O)COc2ccc3c(c2)CCC3)c(C)c1Br (stereo unspecified)
    1.3	i	3	-0.048	0.36	-0.24	-7	4%	i	3.7	3.0	1334	0	14	0%	i	-0.8	-4.4
26) Cc1nnc2sc(SCC(=O)Nc3ccc(Br)cc3)nn2c1=O
    2.4	i	2	-0.63	0.034	-0.15	-17	5%	i	5.2	2.5	1073	-1	37	28%	i	-0.21	0.7

Screening results from PubChem BioAssay.
